Assay outcomes deposited in PubChem BioAssay by several laboratories.
GlmU inhibition: inhibition of mycobacterial GlmU enzyme – biochemical, glucosamine-1-phosphate acetyltransferase (AID 1376); M. tuberculosis GlmU acetyltransferase enzyme assay; higher % means a stronger effect; inhibition, %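 (tested at 30 µM in the primary screen)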, or IC50 in µM where a hit was titrated; 220,000 compounds, 0.25% hits; in the data active = inhibition above about 13%;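 also: 0% = complete reaction with vehicle and 100% = reaction without substrate; strong numbers were not always called active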
RmlCD inh 1536: M. tuberculosis RmlC/RmlD inhibition; P9WH09+P9WH11; RmlC+RmlD coupled enzyme assay, percent inhibition; primary screen in compound mixtures; inhibition, % at 3.6 µM; 160,000 compounds, 0.03% hits; AID 1533; in the data active = inhibition mostly above about 34%, no sharp cut-off; also: some results filed as inactive read as strong as hits
Target sequence (P9WH09 whole entry, looked up): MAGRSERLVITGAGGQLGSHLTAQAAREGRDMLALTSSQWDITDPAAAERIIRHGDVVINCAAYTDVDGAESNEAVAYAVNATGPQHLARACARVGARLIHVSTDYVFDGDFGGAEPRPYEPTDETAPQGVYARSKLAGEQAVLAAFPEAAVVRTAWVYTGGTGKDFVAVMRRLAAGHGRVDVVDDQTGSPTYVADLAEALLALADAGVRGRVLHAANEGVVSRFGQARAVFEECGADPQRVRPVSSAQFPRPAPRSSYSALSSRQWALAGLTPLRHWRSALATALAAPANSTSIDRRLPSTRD
Target sequence (P9WH11 whole entry, looked up): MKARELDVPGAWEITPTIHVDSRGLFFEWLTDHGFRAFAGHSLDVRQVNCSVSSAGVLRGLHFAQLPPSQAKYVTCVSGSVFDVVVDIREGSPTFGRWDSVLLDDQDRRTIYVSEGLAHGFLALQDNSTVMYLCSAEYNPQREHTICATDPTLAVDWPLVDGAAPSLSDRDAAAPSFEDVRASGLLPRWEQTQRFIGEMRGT
* hit, by the source's call; x = no result given; & = joins results of further samples. These rows are one share of the data; rates above refer to the full screens.

SMILES	GlmU inhibition	RmlCD inh 1536
NC(=O)C1=C[C@H](C2CCCCC2)C[C@H](OCc2ccc(CO)cc2)O1	-2.5%	x
CCn1c(SCc2nc3ccccc3c(=O)[nH]2)nnc1C(C)NC(=O)c1ccccc1 (stereo not given)	2.5%	6.1
CC(CSc1nnnn1-c1ccccc1)Cn1c(N2CCN(C)CC2)nc2c1c(=O)[nH]c(=O)n2C (stereo not given)	-1.3%	-10.2
Cc1ccc2cc3cc(C(=O)N4CCN(C(=O)c5ccco5)CC4)sc3nc2c1	-2.1%	x
CC(=O)Nc1ccc(N2CCN(Cc3ccccc3F)CC2)cc1	-0.9%	x
COCCn1c(SCC(=O)Nc2ccc(Cl)c(S(=O)(=O)N(C)C)c2)nc2ccccc21	-4.9%	x
CCCCCOc1ccc(C(=O)NCCC(=O)NCCCC(=O)OCC)cc1	-3.9%	-11.8
Oc1ccc2[nH]ccc2c1	-1.5%	14.6
CCOC(=O)CCn1nc(-c2ccc(Cl)cc2)cc1N	4.5%	9.0
C#CCNC(=O)[C@H](Cc1ccc(C(=O)c2ccccc2)cc1)NC(=O)OC(C)(C)C	-1.1%	x
CC(CN(C(N)=O)c1ccccc1O)C(=O)O (stereo not given)	1.6%	-8.3
COc1ccc(S(=O)(=O)NCC2CCC(C(=O)NCC(OC)OC)CC2)cc1 (stereo not given)	3.1%	x
CC(=O)N(C)c1ccc(NC(=O)c2ccco2)cc1	x	7.8
O=C(/C=C/c1ccco1)Nc1ccc2c(c1)OCCO2	-5.9%	-6.8
CC(=O)Nc1ccc(S(=O)(=O)NCC(=O)OCC(=O)N2CCN(c3ccccc3)CC2)cc1	-3.3%	-4.3
CC1C(=O)CCN(C(C)(C)C)C1C (stereo not given)	1.5%	x
O=C(COc1ccc(Br)cc1)N1CCN(Cc2c[nH]c3ccccc23)CC1	x	65.4
O=C(NC(C(=O)N/N=C/c1ccncc1)c1n[nH]c(=O)c2ccccc12)c1ccccc1 (stereo not given)	12.8%	-10.1
O=C(NCc1ccccc1)c1cc(-c2cccc(O)c2)on1	4.1%	x
Cc1cc(-n2c(C)cc(C(=S)N3CCOCC3)c2C)ccc1Br	-0.2%	-10.0
COc1ccccc1C1CCN(C(=O)c2cccc([N+](=O)[O-])c2)CC1	2.4%	x
Cc1ccc(-c2nc3c(c(=O)c4ccccc4n3C)c(=O)n2-c2ccc(F)cc2)cc1	1.2%	x
O=C/C=C/c1coc2ccc3ccccc3c2c1=O	4.4%	x
C=CCOC(=O)C1=C[C@@H](c2csc3ccccc23)[C@H](CCCO)[C@@H](OCC)O1	2.2%	x

Overlap with the part before: two compounds, followed by the next part.
SMILES	GlmU inhibition	RmlCD inh 1536
O=C/C=C/c1coc2ccc3ccccc3c2c1=O	4.4%	x
C=CCOC(=O)C1=C[C@@H](c2csc3ccccc23)[C@H](CCCO)[C@@H](OCC)O1	2.2%	x
Cc1cc(C)nc(Sc2nc(Cl)nc(N(c3ccccc3)c3ccccc3)n2)n1	3.4%	x
Cc1sc2ncnc(NCC(C)(C)N3CCOCC3)c2c1C	1.5%	x
O=C1c2ccccc2-c2c1nc1c([n+]2[O-])CCCC1	-3.0%	-12.6
Cc1c(C#N)c(NC(=O)c2cccc(Cl)c2)n(Cc2ccccc2)c1C	-0.5%	-5.8
Cn1c(-c2cnn(-c3ccccc3)c2N)n[nH]c1=S	1.4%	x
Cc1cc(C)nc(NC(N)=NC2CCCCC2)n1	0.9%	3.7
Cn1c(Cn2cnc(Cl)c2Cl)nc2ccccc21	1.3%	48.6
O=C1c2cnc3nc(SCc4ccccc4)nn3c2CC2c3ccccc3CCN12 (stereo not given)	-2.9%	-7.5
Cc1cc(C)n(-c2ccc(C(=O)Nc3ccccn3)cc2)n1	1.8%	12.2
O=C(Nc1sccc1C(=O)NCc1ccco1)c1cccnc1	4.9%	3.0
O=C1OC(N2CCN(Cc3ccccc3)CC2)c2ccccc21 (stereo not given)	-1.4%	x
COC(=O)c1[nH]c2ccccc2c1NC(=O)CN1CC(C)OC(C)C1 (stereo not given)	2.1%	x
Cc1onc(-c2ccccc2Cl)c1C(=O)NCC1CCCO1 (stereo not given)	3.3%	0.5
COC(=O)C1=C(C)N(CCCC(=O)O)C(=O)NC1c1ccc([N+](=O)[O-])cc1 (stereo not given)	-1.5%	x
COc1ccccc1C(=O)Nc1nc2cc3c(cc2s1)OCO3	-3.5%	0.3
CC(C)Oc1ccccc1C1CC(=O)Nc2cc3c(cc21)OCCO3 (stereo not given)	-0.5%	-4.3
c1ccc(-c2csc(Nc3ccc4c(c3)OCCO4)n2)cc1	1.5%	14.8
Cc1cc(OCC(=O)N(Cc2ccco2)C2CCS(=O)(=O)C2)cc(C)c1Cl (stereo not given)	1.5%	-11.5
COc1ccc(C2Nc3ccc(Br)cc3C(c3ccccc3)N2CC(=O)O)cc1 (stereo not given)	-1.8%	13.9
O=C(O)/C=C/C(=O)Nc1nccs1	3.0%	x
CCOc1nc(NCCO)nc(Nc2ccc([N+](=O)[O-])cc2)n1	0.2%	-8.5
CCn1c(COc2ccc(C)cc2)nnc1SCC(=O)Nc1ccc(S(N)(=O)=O)cc1	6.6%	-2.1
CN1C(N)=NC(=O)/C1=C/c1ccccc1F	-2.0%	x
CCOP(=O)(OCC)C(O)c1ccc(Br)cc1 (stereo not given)	-1.8%	-7.5

Filtered by structure: those above containing a thiophene ring, fused or not (four)
SMILES	GlmU inhibition	RmlCD inh 1536
Cc1ccc2cc3cc(C(=O)N4CCN(C(=O)c5ccco5)CC4)sc3nc2c1	-2.1%	x
C=CCOC(=O)C1=C[C@@H](c2csc3ccccc23)[C@H](CCCO)[C@@H](OCC)O1	2.2%	x
Cc1sc2ncnc(NCC(C)(C)N3CCOCC3)c2c1C	1.5%	x
O=C(Nc1sccc1C(=O)NCc1ccco1)c1cccnc1	4.9%	3.0

Carrying on:
SMILES	GlmU inhibition	RmlCD inh 1536
CCOc1ccc(N(CC(=O)NCc2ccco2)S(C)(=O)=O)cc1	3.1%	-2.7
CCOC(=O)c1c(C)oc2c1c(C=NCc1ccccn1)c(O)c1ccccc12	x	3.7
COc1ccc2c(c1)c(C(=O)CN1CCc3ccccc3C1)c(C)n2C	-1.2%	x
C=CCNC(=O)C(=O)N/N=C/c1cccc(Br)c1	0.0%	-11.7
COc1ccc(-c2csc(COC(=O)C(C)(C)C)n2)cc1	x	-3.2
O=C(C1CCCCC1)N1CCN(C(=O)C2CCCCC2)CC1	3.0%	-9.0
CC(C)(C)C(=O)Cn1ncc(N2CCCC2)c(Br)c1=O	-2.0%	-11.0
CC1Cn2c(COc3ccccc3)nnc2S1 (stereo not given)	1.7%	4.9
O=C(NC1=NCCS1)c1cccc2ccccc12	2.0%	-8.0
Cc1c(NC(=O)CSc2ccccc2F)c(=O)n(-c2ccccc2)n1C	-1.3%	-7.7
O=[N+]([O-])c1cc(C(F)(F)F)c(Cl)cc1N1CCN(CCO)CC1	-2.7%	-2.5
COC(=O)CC1COc2ccccc2N1C(=O)c1ccc(Br)cc1 (stereo not given)	-5.6%	-10.5
CCCCNC(=O)c1onc(CSc2ccc(F)c(F)c2)c1C(=O)NCCCC	3.0%	x
CCCc1c(C(=O)NNc2ccc(C)cc2)cnn1-c1ccccc1	-4.7%	-5.3
COc1ccc(C2(C)NC(=O)N(CC(=O)Nc3ccc(-c4nc5ccc(C)cc5s4)cc3)C2=O)cc1 (stereo not given)	-4.2%	x
Cc1cccnc1CN1CCN(Cc2nc(Cc3cccc(F)c3)no2)CC1	-3.4%	x
COCCCN1C(=O)/C(=C\c2ccc3c(c2)OCO3)C(C(=O)OC)=C1C	-8.2%	20.9
CCOc1ccccc1N(CC(=O)NCCSc1ccccc1)S(C)(=O)=O	4.0%	-12.7
Fc1ccc(CNC(=S)NCc2ccc(F)cc2)cc1	-2.8%	x
Cc1ccc(SCC(=O)NC(=O)Nc2ccc3c(c2)OCCO3)c(C)c1	0.2%	4.6
Cn1sc(NC(=O)c2cccc(Cl)c2)nc1=O	4.9%	-5.5
CCOC(=O)Cn1c(=N)n(CCOc2ccc3ccccc3c2)c2ccccc21	-8.0%	-0.2
COc1ccc(C2SCCN2C(=S)Nc2cccc(Cl)c2)cc1 (stereo not given)	0.8%	-11.2
CCCc1nc2ccccc2c(=O)n1NC(=O)c1c(O)c2ccccc2[nH]c1=O	0.3%	10.9
Cc1ccc2cccc(Oc3nnnn3-c3ccccc3)c2n1	5.3%	16.0
O=C(O)CCc1ccc(-c2ccc(Br)cc2)n1Cc1ccco1	7.3%	2.7
C=CCNC(=O)/C(=C/c1ccc(Br)cc1)NC(=O)c1ccccc1OC	2.4%	-7.2
Cc1c(C(=O)Nc2ccccc2)oc2c1C(=O)CC(C)(C)C2	1.0%	13.0
Cc1cccc(C(C)C)c1NC(=O)CN(C)Cc1cccc(F)c1	-4.2%	3.8
CC(=O)Nc1ccccc1C(=O)C(=O)Nc1cccc(C(=O)NC2CC2)c1	2.6%	-6.8
O=C(COC(=O)c1ccc(CNS(=O)(=O)c2ccc(F)c(Cl)c2)cc1)NC1CCCCCCC1	-4.4%	27.8
CCCCSc1nc(O)c(Cc2ccccc2)c(=O)[nH]1	-0.5%	x
Cc1cc(NC(=O)CSc2ccc3nnc(-c4cccnc4)n3n2)no1	2.6%	x
COC(=O)c1ccccc1NC(=O)c1cn(-c2ccc(C)c(C)c2)c(=O)c2ccccc12	2.0%	3.5
O=C(Nc1ccccc1)Nc1nnc(-c2cccs2)s1	0.4%	7.3
Nc1ccc(C(=O)O)cc1S(=O)(=O)O	-1.4%	x
CC(=O)NC(C(=O)OCC(=O)N(c1ccccc1)c1ccccc1)C(C)C (stereo not given)	0.6%	21.9
CCCNC(=O)Nc1cccc(C(=O)OC)c1	x	-10.3
COc1ccc(C(C)=O)cc1COC(=O)CNC(=O)c1ccccc1F	0.8%	x
COc1ccc(NC(=O)c2ccc(-c3nn(C)c(=O)c4ccccc34)cc2)cc1	-2.0%	-6.1
O=P(OC1CCS(=O)(=O)C1)(c1ccccc1)c1ccccc1 (stereo not given)	-3.3%	x
O=C(Nc1ncc(Br)s1)C(Cc1ccccc1)n1cccc1 (stereo not given)	-5.2%	-29.1
COC(=O)c1nnc(-c2ccccc2)c(-c2ccccc2)n1	0.6%	-3.1
COC(=O)N/N=C/c1ccccc1	0.8%	-9.8
CC(C)(C)c1ccc(NC(=O)Nc2ccc3ccccc3n2)cc1	0.3%	4.3
CC(C)CCNC(=O)CN(CCCN1CCOCC1)C(=O)Cn1nnc(-c2ccc(F)cc2)n1	-4.8%	x
CN1CCN(c2nccc3c2ncn3C)CC1	-0.6%	-6.8
CC(=NCc1ccc2c(c1)OCO2)c1c(O)n(C)c(=O)n(C)c1=O	0.8%	-3.5
CCn1cc(S(=O)(=O)CC(=O)N2CCc3ccccc32)c2ccccc21	0.4%&5.8%	x
COC(=O)c1c(NC(=O)CN2CCN(C(=O)c3ccco3)CC2)c2c(C)cccc2n1C	1.9%	-8.7
O=C1NC(=O)C2(COC(c3cccnc3)OC2)S1 (stereo not given)	1.0%	-7.8
O=C(N/N=C/c1ccncc1)C1CC1C(=O)N/N=C/c1ccncc1 (stereo not given)	-4.5%	4.8
O=C(COC(=O)c1cccc(Cl)c1)NCCN1C(=O)CSC1=O	-4.1%	-8.7
CC(C)(C)c1ccc(C(=O)Nc2ccccc2NC(=O)c2ccco2)cc1	0.7%	x
O=C(Cn1nnc2ccccc21)NC1CCCCC1	-0.7%	12.2
Cc1ccc(-c2nc(-c3ccccn3)no2)cc1	-2.2%	-5.9
CCc1cccc(CC)c1NC(=O)COC(=O)CC1c2ccccc2CCN1S(=O)(=O)c1ccc(F)cc1 (stereo not given)	1.1%	4.2
O=C(COc1ccc(F)cc1)OCCN1CCOCC1	-0.8%	-10.9
COc1ccc(CCNC(=O)c2c[nH]c3ccccc3c2=O)cc1OC	0.8%	x
Cc1cccc(C)c1Nc1nnc(SC(C)C(=O)Nc2c(C)n(C)n(-c3ccccc3)c2=O)s1 (stereo not given)	2.2%	x

Reformatted with values under each structure: entries from further up
Sequence of screens – GlmU inhibition | RmlCD inh 1536
Cc1cccc(C)c1Nc1nnc(SC(C)C(=O)Nc2c(C)n(C)n(-c3ccccc3)c2=O)s1 (stereo not given)
 : 2.2% | x
O=C(COc1ccc(F)cc1)OCCN1CCOCC1
 : -0.8% | -10.9
O=C(Cn1nnc2ccccc21)NC1CCCCC1
 : -0.7% | 12.2
Cc1ccc(-c2nc(-c3ccccn3)no2)cc1
 : -2.2% | -5.9

(more compounds)
SMILES	GlmU inhibition	RmlCD inh 1536
COC(=O)c1[nH]c(=O)c2ccccc2c1OCc1ccccc1	-4.0%	-4.1
O=C(N/N=C/c1ccc[nH]1)c1cccc([N+](=O)[O-])c1	-0.5%	1.8
O=C1CC(N(O)c2ccccc2)C(=O)N1c1ccc(Cl)c(Cl)c1 (stereo not given)	2.0%	x
CCOC(=O)CC1C(=O)NCCN1S(=O)(=O)c1ccc(Cl)c(Cl)c1 (stereo not given)	1.7%	-10.7
CC(NC(=O)CCc1nnc(-c2ccccc2)o1)c1ccccc1 (stereo not given)	4.1%	-10.8
Cc1ccc(OCC(=O)NC2=NCCS2)cc1	0.7%	6.7
CC(C)(O)C#Cc1ccc(C(=O)NCCC(=O)O)s1	0.9%	-15.4
OCCC1CN(Cc2ccc3nonc3c2)CCN1Cc1ccsc1 (stereo not given)	-2.6%	9.3
Cc1ccc(C(=O)n2c(-c3ccccc3)cnc2SCC(=O)Nc2ccc(C)cc2C)cc1	5.9%	13.9
Oc1ccc(COCc2ccccc2)c2cccnc12	-4.5%	x
CC(=O)CSc1nnc2c3ccccc3nc(C(C)(C)C)n12	6.8%	8.2
CCOCCCNC(=O)C1CCN(S(=O)(=O)N2CC(C)CC(C)C2)CC1 (stereo not given)	-5.1%	8.1
Cc1ccc(S(=O)(=O)N2CCN(S(=O)(=O)N(C)C)CC2)c(C)c1	-4.4%	-4.7
